Screens (PubChem)
Rtt109 Vps75: blocks Candida albicans Rtt109/Vps75 acetyltransferase activity; actives 0.16% (n = 330,000); Q5AAJ8; inhibition, % at 34.9 µM; purified Rtt109/Vps75, ThioGlo CoA-SH fluorescence, 4 h; AID 540336;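 active = inhibition of at least 50% in every replicate; inconclusive = best replicate reaches 50% inhibition but some replicates fall short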
Target sequence (Q5AAJ8 whole entry, looked up): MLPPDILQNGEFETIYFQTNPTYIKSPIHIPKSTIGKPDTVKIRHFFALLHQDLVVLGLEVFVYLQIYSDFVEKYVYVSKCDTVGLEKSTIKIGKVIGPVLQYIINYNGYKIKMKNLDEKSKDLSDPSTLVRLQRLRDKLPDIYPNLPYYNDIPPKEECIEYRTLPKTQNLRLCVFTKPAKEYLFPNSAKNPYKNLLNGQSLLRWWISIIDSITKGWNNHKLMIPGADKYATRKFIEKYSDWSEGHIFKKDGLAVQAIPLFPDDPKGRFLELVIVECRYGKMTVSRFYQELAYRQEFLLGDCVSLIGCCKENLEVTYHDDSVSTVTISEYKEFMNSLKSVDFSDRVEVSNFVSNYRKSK
PvdQ inh: P. aeruginosa PvdQ acylase inhibition; purified PvdQ acylase, fluorescence plate reader; inhibition, % at 10 µM; actives 0.063% (n = 340,000); AID 488965; in the data active = inhibition above about 30%, passing the limit was not always enough; inconclusive = no clear call, values can overlap the other calls;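 also: 0% = vehicle neutral wells and 100% = reference inhibitor wells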
phage Ecoli inh: E. coli growth loss with phage present | inhibition, % at 11.9 µM | actives 0.26% (n = 360,000) | AID 651602 | growth absorbance; in the data active = inhibition above about 11%
Tat transport: inhibitors of E. coli Tat protein transport | E. coli MC4100 TorA-mCherry Tat export, fluorescence | actives 0.036% (n = 340,000) | inhibition, % at 10 µM;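 active = mean replicate inhibition at least 50% and at least half of replicates individually reaching 50%; inconclusive = only one of the two criteria met; inactive = neither criterion met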;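 also: exported cargo escapes ClpAP degradation while cytoplasmic cargo is degraded and loses fluorescence; 0% = median of neutral control wells and 100% = median of NaSCN control wells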
CAL PDZ FP: blocks peptide binding to human CAL PDZ domain; Q9HD26; purified CAL PDZ, TMR-peptide fluorescence polarization, 1 h; inhibition, % at 20 µM; actives 0.02% (n = 330,000); AID 504414;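 active = highest replicate inhibition of at least 40%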;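 also: plate controls were DMSO neutral control wells for no effect and unlabeled competitor peptide control wells for full effect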
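Test system: tagged CAL PDZ domain / Buffer or medium: sodium phosphate/NaCl buffer pH 7.4 with TCEP, IgG, Thesit / Reagent: TMR-labelled reporter peptide T*-PRC34 bound in PDZ groove / Compound dosing: single point, 20 µM / Schedule: 1 h incubation at room temperature before polarization reading / Technique: fluorescence polarization (mP) / Benchmarks: unlabelled peptide, DMSO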
E coli growth: bacterial growth inhibition, counter-screen for AddAB inhibitors; inhibition, % at 11.9 µM; E. coli V3065 growth, OD600 absorbance, 18 h; AID 449728; actives 0.27% (n = 330,000);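 active = inhibition above the campaign's mean inhibition across all tested compounds plus 3 SD, cut at about 9.9% in these data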;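 also: uninfected addAB+ strain grown without phage in ampicillin broth; 0% = DMSO wells and 100% = ciprofloxacin 0.95 µg/ml wells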
AddAB inh: less growth of phage-infected E. coli with AddAB. E. coli expressing H. pylori AddAB, absorbance growth. actives 0.29% (n = 330,000). inhibition, % at 11.9 µM; in the data active = inhibition above about 12%;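 also: 0% = vehicle wells of infected cells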
PfHsp90 set2: reduces growth (ATP signal) of yeast expressing P. falciparum Hsp90 | S. cerevisiae expressing PfHsp90, BacTiter-Glo ATP, 48 h; yeast lacking PDR1 and PDR3 efflux regulators | inhibition, % at 9.4 µM | actives 0.32% (n = 310,000);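 active = every replicate shows inhibition above about 80%, whatever the replicate mean, limit read from the data; inconclusive = mean inhibition reaches the set limit but some replicate falls short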;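 also: 0% = DMSO neutral controls and 100% = 20 µM radicicol positive controls; yeast relying on Plasmodium falciparum Hsp90 in place of its own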
DAGLB inhibitor: diacylglycerol lipase beta (human) inhibition; Q8NCG7; HEK293T DAGLB membrane lysate, EnzChek fluorogenic substrate; inhibition, % at 5.17 µM; actives 0.059% (n = 340,000); in the data active = inhibition above about 34%;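 also: 0% = enzyme with vehicle and 100% = wells lacking enzyme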
Target sequence (Q8NCG7 whole entry, looked up): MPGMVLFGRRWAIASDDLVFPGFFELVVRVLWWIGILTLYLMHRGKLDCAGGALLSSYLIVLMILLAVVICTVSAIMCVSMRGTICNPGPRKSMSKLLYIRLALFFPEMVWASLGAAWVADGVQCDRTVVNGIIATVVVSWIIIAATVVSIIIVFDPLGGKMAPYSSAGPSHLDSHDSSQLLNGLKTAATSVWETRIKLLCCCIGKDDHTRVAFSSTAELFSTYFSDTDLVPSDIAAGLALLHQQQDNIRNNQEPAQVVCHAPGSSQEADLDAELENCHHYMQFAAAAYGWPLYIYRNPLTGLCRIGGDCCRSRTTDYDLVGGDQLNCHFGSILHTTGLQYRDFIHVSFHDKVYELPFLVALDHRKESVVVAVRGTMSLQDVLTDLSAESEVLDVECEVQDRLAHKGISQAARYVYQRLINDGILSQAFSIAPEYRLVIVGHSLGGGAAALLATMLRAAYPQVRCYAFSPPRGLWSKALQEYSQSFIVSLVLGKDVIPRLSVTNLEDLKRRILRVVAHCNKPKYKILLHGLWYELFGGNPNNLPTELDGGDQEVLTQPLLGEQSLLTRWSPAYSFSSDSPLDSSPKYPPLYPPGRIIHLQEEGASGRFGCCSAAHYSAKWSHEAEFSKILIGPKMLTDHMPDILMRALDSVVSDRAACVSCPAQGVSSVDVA
Wnt act: activates Wnt/beta-catenin signaling in a reporter cell assay; activator, plate reader; activation, % at 9.35 µM; actives 1.2% (n = 300,000); AID 743398; in the data active = activation above about 30%, passing the limit was not always enough; inconclusive = no clear call, values can overlap the other calls;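 also: 0% = neutral control wells and 100% = positive control wells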
Numbers without * were called inactive; ? = inconclusive; / = not tested or not shown; & = joins results of further samples.

SMILES	Rtt109 Vps75	PvdQ inh	phage Ecoli inh	Tat transport	CAL PDZ FP	E coli growth	AddAB inh	PfHsp90 set2	DAGLB inhibitor	Wnt act
CCC(=O)Nc1nc2cc(OC)ccc2s1	-9	-5	3.5	22	-0.6	-1.9	-0.8	-10	2	59*
N#Cc1c(-c2cccs2)cc(-c2cccs2)[nH]c1=O	-4	-17	1.0	1	-0.1	0.3	5.0	-4	/	5
O=C(Nc1ccc(Br)cc1)C1CCCC1	7	-5	2.7	-8	-0.7	-2.2	1.9	-1	-3	1
N#C/C(C(=O)NCc1ccccc1)=C1\SC(CCO)C(=O)N1c1ccccc1 (configuration not stated)	1	-9	-0.6	1	-3.4	-0.4	0.1	6	3	/
CC(C)NC(=O)C1CCN(C2CCN(Cc3nc(C(C)C)cs3)CC2)CC1	-10	5	1.8	-4	-2.1	-0.5	-0.3	-11	-1	-1
c1ccc(-c2nnc(C(c3ccccc3)c3ccccc3)o2)cc1	11	-1	4.4	-2	-1.3	1.4	1.2	-19	-5	-4
Cc1ccc(S(=O)(=O)N2CCCCC2)cc1NC(=O)c1c(-c2ccccc2)noc1C	9	-6	0.3	-8	-0.3	-0.3	2.0	1	1	-3
COc1ccc(OCCCC(=O)OCC(=O)Nc2nnc(-c3ccccc3)o2)cc1	-3	-12	-0.1	-10	-0.8	-5.5	-5.9	-36	-1	0
CCN(CC)CCN1C(=O)C(O)=C(C(C)=O)C1c1ccc(OC)c(OC)c1 (configuration not stated)	1	-11	0.5	-5	-0.1	0.1	3.4	19	-1	/
S=c1[nH]nc(-c2ccccc2)n1/N=C/c1c[nH]c2ccccc12	6	-8	0.6	-4	-0.3	-0.5	3.1	1	1	/
CCC(C)n1cnc2c(=O)oc3ccccc3c21 (configuration not stated)	1	-19	1.6	-6	-2.7	-0.8	0.5	18	-2	-1
Cc1cccnc1N1C(=O)c2ccc(C(=O)O)cc2C1=O	2	1	1.8	-19	-0.5	-0.3	2.6	3	0	1
CCN(CC)CCNC(=O)c1ccc2c(c1NCCO)C(=O)c1ccccc1C2=O	/	/	1.8	/	/	-1.3	0.4	/	/	-20
O=c1[nH]c(=O)n(Cc2ccccc2)c2c1C(C(F)(F)F)(C(F)(F)F)N=C(c1ccco1)N2	/	-10	1.1	3	-2.5	-1.2	-1.6	/	6	/
N#CC1=C(S)N(c2ccccc2)C(c2ccc(-c3cc(Cl)ccc3Cl)o2)NC1=O (configuration not stated)	11	6	1.9	-3	0.0	-0.6	0.3	-2	1	-1
COc1ccc(F)cc1S(=O)(=O)NCC(c1ccco1)N1CCc2ccccc2C1 (configuration not stated)	2	-13	-1.8	12	-0.2	-1.9	-0.2	-14	-1	-3
O=C(Nc1ccccc1F)c1ccc([N+](=O)[O-])s1	10	5	2.4	?	-3.2	3.6	3.4	-64	1	12
O=Cc1cc(OCc2ccccc2)ccc1[B-](F)(F)F	18	7	2.3	7	0.4	/	/	4	31	2
CCCn1nc2cc(C(=O)NC3CCc4ccccc43)ccc2c1OCC (configuration not stated)	-7	-9	4.8	-3	0.3	-0.3	2.9	18	1	1
CCCN1CCc2nc(SCC(=O)Nc3ccc(C)c(Cl)c3)[nH]c(=O)c2C1	16	11	3.7	-1	-1.1	-1.3	-1.1	9	2	3
NC(=O)c1cc2ccccc2o/c1=N\NC(=O)c1ccco1	20	2	2.8	5	-0.3	0.1	-0.7	-2	4	/
COc1ccccc1NC(=O)c1ccc(NC(=O)CSc2nc(N)cc(=O)[nH]2)cc1	-6	-9	0.0	-3	-2.5	0.0	1.1	-6	1	-18
O=C(O)c1cccnc1Cl	-7	-11	3.8	-11	-1.7	2.2	0.4	6	1	-1
C/C(N)=C(/C#N)C(=O)COC(=O)CNS(=O)(=O)c1ccc(C)cc1	2	-10	0.3	-1	-0.3	-0.3	0.9	6	-3	2
N#Cc1ccccc1NC(=O)COC(=O)CSc1nc2ccccc2o1	2	8	0.8	6	-0.4	0.6	3.8	12	1	/
Cc1ccc2c(c1)CCCN2C(=O)NC1CCCCC1	-9	-10	5.7	4	-2.2	-1.3	-0.8	16	0	-4
CCCC(=O)N/N=C1\CS(=O)(=O)N(C)c2ccsc21	-5	-1	5.3	6	0.6	3.0	4.0	-6	-4	-1
COc1ccc(C(CC(=O)O)NC(=O)c2ccco2)cc1 (configuration not stated)	1	-2	3.2	3	-0.6	-1.0	-0.8	-2	-1	/
O=C1CC(c2ccccc2)=NN1c1nc(-c2ccccc2)cs1	0	-2	3.6	6	-18	2.6	4.0	92*	26	-1
OCC[C@H]1C[C@@H](O)[C@H](O)[C@]2(Cc3ccccc3CCO2)O1	8	-18	3.1	-7	-0.1	2.8	3.2	-4	2	-2
CNC(=O)CN1C(=O)NC2(CCc3ccccc32)C1=O (configuration not stated)	-1	-13	-1.1	-7	-3.1	-4.4	-0.9	32	0	-3
COc1ccccc1/C=C1\SC(=O)N(CC(=O)NCCCn2ccnc2)C1=O	11	-5	2.1	1	-4.0	-2.8	-0.8	0	2	-2
COc1ccc(-c2csc(CCN3N=C(C)CC3=O)n2)cc1	9	-6	3.3	25	-1.9	-2.0	-0.9	-13	5	-1
Cc1ccc(NC(=O)CSc2nnc3n2CCCCC3)cc1	22	8	4.2	-1	-2.2	2.1	0.9	17	-2	/
O=C(O)/C(=C\c1cccs1)c1ccc(F)cc1	7	-15	0.9	-1	0.0	-0.7	1.1	6	0	-1
COC(=O)C(C)N(c1ccc(OC)cc1)S(C)(=O)=O (configuration not stated)	6	-3	2.3	-2	-0.6	-3.2	2.7	1	0	2
O=C(COC(=O)C1=NN(c2ccccc2)C(=O)CC1)Nc1ccc([N+](=O)[O-])cc1C(F)(F)F	5	-18	-1.6	2	0.3	3.4	2.4	/	1	2
CCC(C)NCCOCCOc1ccc(Cl)c2ccccc12 (configuration not stated)	8	-10	-0.1	-2	-2.0	-0.2	1.4	-7	1	-9
O=C(CN1C(=O)NC2(CCOc3ccccc32)C1=O)c1ccc(Cl)cc1 (configuration not stated)	12	-18	4.0	10	-2.2	-1.1	0.0	-4	1	-5
N/C(=N\OC(=O)/C=C/c1ccccc1)c1ccc(Cl)cc1	-18	-8	1.7	5	-0.2	1.7	-0.5	6	/	-2
O=C(O)C1OC(C(=O)O)C2C1C(F)(F)C2(F)F (configuration not stated)	0	-5	-0.5	0	-1.6	1.6	-2.2	/	1	0
CC(O)c1nc2ccccc2n1CCCc1ccccc1 (configuration not stated)	2	-6	0.0	3	-0.3	1.2	-0.1	8	-3	0
COc1cccc(NC(=O)CC2C(=O)NC3CCCCC3N2C(=O)c2ccc(F)cc2)c1 (configuration not stated)	/	4	2.2	-2	-2.4	-3.4	0.6	2	0	/
CCCCc1nnc(NC(=O)COc2ccc3c(C)cc(=O)oc3c2)s1	/	/	1.6	/	/	0.9	3.8	/	/	0
NC(=O)CC(NC(=O)c1cccc(Br)c1)c1ccc(N2CCN(c3ccc(F)cc3)CC2)c([N+](=O)[O-])c1 (configuration not stated)	-1	4	2.8	-3	-0.2	-3.6	-0.3	7	2	-3
C[n+]1ccccc1/C=N/O	6&0	5&-1	3.6&2.4	-8&3	0.7&-0.7	-2.1&0.4	1.1&-2.9	2&-18	2&0	1&-1
CC(=O)Oc1ccc(/C=C2/SC(=S)N(Cc3ccccc3)C2=O)cc1	8	16	1.1	-3	/	-4.2	-2.9	5	-5	6
COc1ccc(N2CC(NC(=O)NCCC(C)C)CC2=O)cc1 (configuration not stated)	19	14	4.4	8	-1.0	-3.5	2.1	8	-1	/
COc1ccccc1CNC(=O)C1CCCN(c2cnccn2)C1 (configuration not stated)	2	-1	0.3	3	-1.2	-0.4	1.4	-16	0	0
Cc1cc(NC(=O)CSc2ccc(-c3cccc([N+](=O)[O-])c3)nn2)no1	-2	-19	-1.4	-20	0.4	1.3	1.2	7	2	-2
COc1ccc(CN(C)C(=O)Cc2ccc(S(=O)(=O)N3CCOCC3)s2)cc1OC	6	7	1.9	-4	-0.6	-0.9	-1.9	0	-3	6
Fc1ccc2cnc(-c3ccccc3)c(-c3cc(C(F)(F)F)cc(C(F)(F)F)c3)c2c1	-2	-16	3.2	-10	-1.0	1.2	0.2	-15	-14	-15
O=C(Nc1ccc(Nc2ccccc2)cc1)C(Cl)Cl	0	-3	2.7	-1	-0.1	-0.3	4.5	17	2	3
COc1cc(OC)cc(-c2cc3ncccc3cn2)c1	3	-12	1.4	-48	-0.9	0.0	2.0	-20	-2	11
O=C1N=C(N2C=CC(=C3C=CNC=C3)C=C2)/C(=C/N=NC(=O)c2ccccc2)S1	-10	-11	-0.3	1	-1.0	-1.3	4.6	-3	2	0
CCN(CC(=O)NCc1ccncc1)S(=O)(=O)c1ccccc1	-11	-7	2.5	-5	-3.0	-2.7	2.3	3	0	1
CNc1cnn(-c2ccc(C)cc2)c(=O)c1Cl	-9	-6	2.7	-11	/	0.0	2.4	-1	-1	-1
CN(C)S(=O)(=O)c1cccc(NC(=O)C(c2ccccc2)c2ccccc2)c1	-3	-8	1.9	-5	-0.4	-1.6	2.3	-26	0	-5
COCCN1CN=C(Nc2nc3ccccc3s2)NC1	-3	-10	-0.1	-4	0.1	1.0	3.8	0	-1	/
COc1ccc(OCC(=O)NCc2ccc(Cl)cc2)cc1	-8	-9	1.3	0	-2.4	1.5	0.5	15	-8	0

The final four records of the part before open the next one:
SMILES	Rtt109 Vps75	PvdQ inh	phage Ecoli inh	Tat transport	CAL PDZ FP	E coli growth	AddAB inh	PfHsp90 set2	DAGLB inhibitor	Wnt act
CNc1cnn(-c2ccc(C)cc2)c(=O)c1Cl	-9	-6	2.7	-11	/	0.0	2.4	-1	-1	-1
CN(C)S(=O)(=O)c1cccc(NC(=O)C(c2ccccc2)c2ccccc2)c1	-3	-8	1.9	-5	-0.4	-1.6	2.3	-26	0	-5
COCCN1CN=C(Nc2nc3ccccc3s2)NC1	-3	-10	-0.1	-4	0.1	1.0	3.8	0	-1	/
COc1ccc(OCC(=O)NCc2ccc(Cl)cc2)cc1	-8	-9	1.3	0	-2.4	1.5	0.5	15	-8	0
O=C(Nc1ccc(S(=O)(=O)NC2=NCCCCC2)cc1)c1ccccc1Cl	-5	-11	3.2	-1	1.2	-2.1	-1.1	1	-1	1
COc1ccccc1-c1nnc(SCc2ccccn2)n1C	-1	-4	2.0	-3	-2.2	2.7	1.5	/	1	/
Cc1ccc(Cn2nc(C)c(/C=N/NC(=O)c3cccnc3)c2C)cc1	0	-4	2.9	-9	-1.5	2.0	-0.6	1	1	1
CC(C)c1ccc(NC(=O)C2CCN(c3ncnc4c3nc3n4CCCCC3)CC2)cc1	-2	-4	3.6	-14	-1.7	-1.1	3.2	13	-1	-4
CCN1C(=O)c2ccc(C(=O)NCc3ccc4c(c3)OCO4)cc2C1=O	-20	5	4.4	-2	0.0	-3.3	2.1	/	-1	/
CCC(c1nnnn1Cc1ccc(F)cc1)N1CCN(C)CC1 (configuration not stated)	0	-2	4.1	30	-3.2	3.1	2.5	21	5	0
O=C(CSc1nc2ccccc2s1)N1CCCCC1	4	-15	3.1	1	-0.7	-2.3	0.3	9	-3	19
